# PERK inhibitor: blocks human PERK kinase. Q9NZJ5. CHO PERK-DD fusion, SEAP luminescence translation reporter. inhibition, % at 5.6 µM. 220,000 compounds, 0.17% hits;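 active = inhibition above the mean inhibition of all tested compounds plus 3 SD, set separately per screening campaign, cut at about 2.9% in these data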;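 also: PERK kinase domain activated by AP20187 dimerizer at 100 nM; 0% = DMSO with dimerizer and 100% = rapamycin at 8.4 µM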
# Ba/F3 V617F tox: reduce viability of Ba/F3 cells dependent on JAK2V617F | Ba/F3 EpoR-JAK2V617F viability, ATP luminescence | inhibition, % at 5.6 µM | 220,000 compounds, 1.1% hits | AID 1446;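 active = inhibition above the campaign mean plus 3 SD over all tested compounds, cut at about 24% in these data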;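 also: cytokine-independent growth of Ba/F3 cells driven by EpoR plus mutant JAK2; 0% = DMSO-treated cells and 100% = JAK inhibitor I control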
# Mdm2 ligase inh: inhibitors of human Mdm2 E3 ubiquitin ligase. AID 1230. 210,000 compounds, 0.11% hits. cell-based MDM2 ubiquitination luciferase reporter, 2 h; 0 = plate control, 100 = twice control, blank-subtracted. signal enhancement, % at 5 µM. Q00987;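 active = signal enhancement of 30% or more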;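 also: luminescence tracks abundance of the self-degrading MDM2-luciferase fusion protein; higher signal means inhibition of MDM2 E3 ligase activity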
#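 test system = mammalian cells stably expressing self-ubiquitinating, self-degrading MDM2 E3–luciferase fusion | quantity = 2000 cells/well | incubation = cell settling 4 h, compound treatment 2 h, both 37 °C | signal = luminescence with SteadyLite reagent, 15 min at room temperature | evaluation = % enhancement relative to plate controls after blank subtraction | benchmarks = plate controls and plate blanks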
# BaF3 tox: parental Ba/F3 viability inhibition as JAK2V617F counter-screen; 220,000 compounds, 1.1% hits; inhibition, % at 5.6 µM; AID 1486; CellTiter-Glo ATP luminescence;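 active = inhibition above a per-campaign cutoff, the mean inhibition of all tested compounds plus 3 SD, cut at about 27% in these data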;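 also: 0% = DMSO wells and 100% = JAK Inhibitor I control wells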
# Wee1 degr inh: human Wee1 degradation inhibition, primary screen | P30291 | HeLa Luc-Wee1K328M stability, luciferase luminescence; 100% = proteasome inhibitor MG132 effect | reporter increase, % at 5 µM | 220,000 compounds, 1.2% hits | AID 1321;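 active = activation above the mean of all tested compounds plus 3 SD, set per screening run, cut at about 8.8% in these data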;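 also: cells exposed to compound for 20 h before luminescence read; 0% = DMSO alone and 100% = MG132 at 30 µM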
# S1P4 ag: human S1P4 receptor agonism; O95977; S1P4-expressing cell line, agonist reporter assay; activation, % at 4.98 µM; 220,000 compounds, 0.35% hits; AID 1509; in the data active = activation above about 11%;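 also: 0% = DMSO vehicle and 100% = reference agonist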
# Target sequence (O95977 whole entry, looked up): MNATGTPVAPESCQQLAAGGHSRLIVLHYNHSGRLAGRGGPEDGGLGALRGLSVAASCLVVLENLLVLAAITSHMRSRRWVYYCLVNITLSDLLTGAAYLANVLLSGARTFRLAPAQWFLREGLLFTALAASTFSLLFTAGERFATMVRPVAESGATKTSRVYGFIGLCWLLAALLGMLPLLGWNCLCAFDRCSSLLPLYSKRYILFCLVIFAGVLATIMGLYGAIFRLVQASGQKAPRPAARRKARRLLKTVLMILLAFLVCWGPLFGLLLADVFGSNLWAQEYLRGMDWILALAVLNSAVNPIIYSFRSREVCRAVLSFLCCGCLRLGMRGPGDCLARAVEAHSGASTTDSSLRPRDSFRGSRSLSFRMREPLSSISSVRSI
# S1P4 antagonist: antagonists of human S1P4 receptor | O95977 | S1P4-expressing cells, antagonist mode, reporter read-out | inhibition, % at 4.98 µM | 220,000 compounds, 0.26% hits; in the data active = inhibition above about 29%;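 also: 0% = wells stimulated with agonist and 100% = vehicle wells without agonist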
# eIF4E-4G inh: eIF4E/eIF4G interaction inhibition in translation initiation | TR-FRET eIF4E-eIF4GI(517-606) binding, 2 h | inhibition, % at 21.7 µM | 220,000 compounds, 0.37% hits | AID 782;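 active = inhibition above about 30%, limit read from the data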;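 also: 0% = full FRET control wells and 100% = background wells lacking eIF4GI fragment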
# NPY-Y2 PAM-ag: potentiates or activates human NPY-Y2 receptor; P49146; 220,000 compounds, 0.45% hits; activation, % at 3.6 µM; cells expressing NPY-Y2, potentiator/agonist read-out; in the data active = activation above about 27%;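 also: cells stimulated with NPY near EC25 plus isoproterenol at EC100; 0% = vehicle plus submaximal agonist and 100% = vehicle plus saturating agonist; some results beyond the cut were filed as inactive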
# Target sequence (P49146 whole entry, looked up): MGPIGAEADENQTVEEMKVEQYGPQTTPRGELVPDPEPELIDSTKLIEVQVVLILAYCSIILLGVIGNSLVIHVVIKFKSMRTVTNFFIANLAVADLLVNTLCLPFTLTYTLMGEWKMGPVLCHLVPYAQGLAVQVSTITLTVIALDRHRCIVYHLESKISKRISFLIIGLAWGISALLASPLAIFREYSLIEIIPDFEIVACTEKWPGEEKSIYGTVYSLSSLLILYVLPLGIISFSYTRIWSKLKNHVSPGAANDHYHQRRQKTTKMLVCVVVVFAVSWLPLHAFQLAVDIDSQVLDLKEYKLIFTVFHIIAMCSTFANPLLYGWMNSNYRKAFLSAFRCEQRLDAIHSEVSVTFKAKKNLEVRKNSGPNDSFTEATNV
# Numbers without * were called inactive; . = not tested or not shown; & = joins results of further samples; [ ] = dose if it differs, or a comment.
Compound	PERK inhibitor	Ba/F3 V617F tox	Mdm2 ligase inh	BaF3 tox	Wee1 degr inh	S1P4 ag	S1P4 antagonist	eIF4E-4G inh	NPY-Y2 PAM-ag
Cn1c(SCC(=O)c2ccc3c(c2)OCO3)nnc1C1COc2ccccc2O1 (stereo not drawn)	-0.4	5	-14	2	2	11*	5	-23	-5
CC(=O)N1N=C(c2cccs2)CC1c1ccco1 (stereo not drawn)	0.6	1	-5	5	1	0.8	-31	-4	6
OCCCNCc1cccc2ccccc12	0.4	0	-16	1	1	0.3	7	1[fluorescence artefact?]	-10
O=C(CNS(=O)(=O)c1ccccc1)N/N=C\c1ccc(Cl)cc1	-0.1	-3	-13	0	0	-3.8	-12	-7	-4
CCOC(=O)C1=C(Cn2cnc3ccccc32)NC(=O)NC1c1cc(C)ccc1C (stereo not drawn)	0.0	-4	-4	0	1	-1.4	-8	3	33*
Cc1cccc(CSc2nc3c(c(-c4cccs4)c2C#N)CN(C)CC3)c1	-0.9	-4	-23	1	-2	-0.5	-9	2	-10
COCCSc1ccccc1C(=O)Nc1cc(C)ccn1	-0.2	-3	-8	1	-3	-0.1	-6	4	-6
Cc1cc(NC(=O)CCC(=O)N(CC(=O)NC2CCCC2)c2cccc(C)c2C)no1	-1.0	-3	.	-3	2	-3.6	8	.	0
COc1ccc(NC(=O)N2CCCC(CNS(=O)(=O)c3cccs3)C2)c(C)c1 (stereo not drawn)	0.4	-4	-12	0	-2	0.6	-4	-4	12
CCOc1ccc(-c2nnc(-c3cccs3)o2)cc1	-0.2	6	-18	1	-2	0.8	-2	5	-11
CCN1CCN(c2nn3c(=O)c4ccccc4nc3c3ccccc23)CC1	-0.7	2	-18	5	2	-1.3	-29	-2	-30
Cc1cc(Br)c(OCc2ccc(C(=O)N/N=C3\CC(=O)CC(C)(C)C3)cc2)c(Br)c1	-0.8	4	.	9	3	1.7	-23	2[fluorescence artefact?]	0
COc1ccc(CN(CCC(c2ccccc2)c2ccc(OC(C)C)cc2)C(=O)CCl)cc1OC (stereo not drawn)	-0.5	-4	.	5	2	-1.8	1	-3	5
CN(Cc1nc(-c2cnccn2)no1)Cc1n[nH]c2c1CCCC2	-0.5	3	-3	5	-2	1.0	-19	1	-12
O=C(Nc1ccccc1)Nc1ccncc1	1.3	0	-8	4	-1	-0.1	3	-3	1
NC(=O)C1CCN(c2ncc(C(F)(F)F)cc2Cl)CC1	0.3	1	-18	3	-1	1.1	-14	-3	-7
COc1cccc2cc(C(=O)N(C)C3CCN(C)CC3)c(=O)oc12	0.5	-4	-30	-1	-2	-1.2	-6	-11	2
CCCN1C2=NCCN2c2cc(C)c(C)cc21	0.1	1	-71	3	-3	-3.4	5	7	-4
CC1(C)CC(=O)c2sc(NC(=O)Cc3cccs3)nc2C1	1.0	-3	-10	1	-2	1.0	-10	-1	-5
Cc1ccc(OC(=S)Nc2ccc(O)cc2)cc1	1.8	-2	-21	2	0	2.0	1	7	-5
COC(OC)c1ccc(C#N)c(SCc2ccc(C)cc2)n1	-0.3	4	-12	-3	-1	0.5	-13	0	-8
CC(C)(C)[C@H]1C=C(C(N)=O)O[C@@H](OCc2ccc(CO)cc2)C1	1.4	0	.	-3	-2	0.3	3	3	-6
O=C(c1ccc(Cl)cc1[N+](=O)[O-])N1CCOCC1	0.4	1	-2	1	0	2.4	-15	1	-2
O=C(Nc1ccccc1)Oc1ccc[nH]c1=O	0.6	1	-16	2	-4	0.9	1	2	-3
O=C(CCCCCN1C(=O)c2cccc3cccc(c23)C1=O)NC1CCS(=O)(=O)C1 (stereo not drawn)	-1.5	0	-5	2	-1	0.0	10	4	-3
CCC(=O)Nn1c(C)nnc1C	0.5	-1	-12	1	-2	1.8	-4	-19[fluorescence artefact?]	-13
Cc1cc(C)cc(NC(=O)CSc2nnc(CNC(=O)c3cccs3)o2)c1	-0.7	-4	-17	-1	1	-2.3	-10	-10	3
O=C(Nc1cccc(C(F)(F)F)c1)c1cccnc1N1CCN(CCO)CC1	0.3	6	-9	7	2	-2.4	-1	-3	-5
CCOC(=O)C1=C(N)Oc2c(oc(CO)cc2=O)C1c1ccccc1 (stereo not drawn)	-1.6	2	-88	2	-3	-0.5	-16	2	0
O=S(=O)(c1cccs1)N1CCCc2ccccc21	1.4	2	1	3	-1	0.0	-14	-1	-10
CC(C)C(C(=O)Nc1ccc(S(N)(=O)=O)cc1)N1C(=O)c2ccccc2C1=O (stereo not drawn)	-0.5	1	1	5	0	-0.1	13	-3	3
Cc1ccc(Cl)cc1NC(=O)N(C)CCO	2.1	0	-12	2	-2	0.9	-27	2	2
O=c1c(Br)c(N2CCCCC2)cnn1-c1ccccc1	0.5	4	4	8	-1	1.8	-2	2	3
CCCn1c(SCC(=O)Nc2nnc(CC)s2)nnc1-c1ccncc1	1.5	-4	-7	-1	2	1.4	-6	1	-14
CCOC(=O)N1CCN(c2ccc(Cl)c(Cl)c2)CC1	-0.1	-3	-17	3	-3	-2.5	-3	9	2
COc1ccc(Oc2nc3ccccc3n3cccc23)cc1	0.0	-3	-12	-4	-1	-0.4	-18	5	-5
Cc1cccc(CNC(=O)c2ccccc2N)c1	0.8	-3	8	6	4	-2.7	-1	8	-3
O=Cc1ccccc1OCCOc1ccccc1C=O	-0.5	2	4	3	0	1.3	-3	13	-2
CNC(=S)NCCc1ccc(OC)cc1	1.5	-2	-2	3	-2	0.2	2	0	-8
O=S1(=O)N=C(N/N=C/c2ccc(Br)o2)c2ccccc21	1.7	2	-11	5	-1	2.5	-1	2	-6
CCOc1cc(C)c(S(=O)(=O)N2CCCC2)cc1C	1.2	-2	-16	2	1	-1.2	6	3	-9
CCCn1c(N)c(C(=O)CSc2nc3ccccc3c(=O)n2-c2ccc(OC)cc2)c(=O)[nH]c1=O	0.6	-5	1	-4	2	-1.0	6	4	4
O=C(CCc1ccccc1)N/N=C/c1cc(Br)ccc1O	0.6	5	-21	8	0	-1.9	0	1[fluorescence artefact?]	-11
O=C1c2ccccc2-c2nc3ccccc3n21	1.4&-0.9	0&3	0	-3&4	-2&1	1.5&-3.0	1&-16	-7&2	3&-11
CCCCN1CN=C(Nc2nc3ccccc3o2)NC1	-0.8	5	-13	2	1	1.6	-10	-3	-3
N/C(=N\N=C\c1ccc(O)c(O)c1)c1nonc1N	0.3	0	-17	0	-1	-0.1	9	0	1
CCOC(=O)c1sc(/N=C/c2c(C)[nH]n(-c3ccccc3)c2=O)c(C#N)c1C	1.2	-2	2	5	-1	-2.7	-5	3[fluorescence artefact?]	2
CCOC(=O)c1noc(C)c1C(=O)Nc1cccc(F)c1	-0.5	2	-2	5	3	0.1	-38	.	-12
COC(=O)CSc1n[nH]c(-c2ccncc2)n1	0.9	5	-1	7	2	-0.6	-8	0[fluorescence artefact?]	2
Cc1ccccc1NCN1C(=O)C2CCC(C)(C1=O)C2(C)C (stereo not drawn)	0.7	2	.	-1	-2	0.5	-1	-1	-5
O=C(NCc1ccncc1)Nc1cccc([N+](=O)[O-])c1	-0.4	2	-11	-2	-3	0.4	-10	0	4
O=C(CCn1cccc1)NC1CCCc2ccccc21 (stereo not drawn)	1.0	-3	16	0	-1	1.4	0	7	-2
Cc1nnc(NC(=O)CSc2nc3[nH]ncc3c(=O)[nH]2)s1	0.4	0	-13	2	-2	-0.8	-2	-1	-2
CCOC(=O)CNc1c(-c2ccc(Cl)cc2)nc2cnccn12	0.1	2	.	6	1	-0.3	-8	-6	6
CCOc1ccc(Cl)cc1S(=O)(=O)N1CCCC1	-0.6	1	-11	3	0	0.3	-7	-5	16
O=C(Nc1ccc2c(c1)OCO2)c1cncc(Br)c1	-0.5	-1	-12	7	21*	2.5	-5	1	8
COc1ccccc1C1CC(c2ccc(C)cc2)Nc2ncnn21 (stereo not drawn)	0.1	1	-7	7	-1	0.1	7	1	-27
COc1ccc(NC(=O)NCCN2CCc3ccccc3C2)cc1	-0.5	1	-13	2	-2	-0.6	-13	3	-4
COC(=O)Nc1ccc(S(=O)(=O)N2CCCCCC2)cc1	0.1	-4	-8	0	-2	-2.3	1	-2	9
COc1ccc(NC(=O)COC(=O)/C=C/C(=O)OCC(=O)Nc2ccc(OC)c(Cl)c2)cc1Cl	-0.2	2	5	2	2	0.6	-8	1	-9

# (cont.)
Compound	PERK inhibitor	Ba/F3 V617F tox	Mdm2 ligase inh	BaF3 tox	Wee1 degr inh	S1P4 ag	S1P4 antagonist	eIF4E-4G inh	NPY-Y2 PAM-ag
CC(C)COC(=O)Nc1ccccc1C(=O)N1CCOCC1	-0.3	1	-9	6	-2	0.9	-9	8[fluorescence artefact?]	-7
O=C(Nc1nnc(-c2cccs2)s1)c1cccc(F)c1	2.0	-2	-13	2	-3	0.3	-2	3	-4
N#CCCN(C(=O)CO/N=C/c1cccc([N+](=O)[O-])c1)c1ccccc1	0.0	2	-6	11	2	0.8	-21	0	-5
C=CCN1C(=O)/C(=C2/Sc3ccccc3N2CCCS(=O)(=O)O)SC1=S	1.1	-1	-13	4	0	0.4	-2	6	-6
Cc1ccc(NC(=S)N2CCCC2)cc1	1.7	0	-8	0	0	-1.1	1	0	12
Cc1c(CN2CCC(CO)(CCOc3ccccc3)CC2)c(=O)n(-c2ccccc2)n1C	0.3	2	-3	9	-2	-1.0	13	0	-10
CCOC(=O)CSc1ccc2nnc(CCNS(=O)(=O)c3ccccc3)n2n1	0.4	0	.	2	2	0.0	-1	0	-24
CN(CCO)c1nc(N)c(C#N)c(CC#N)c1C#N	0.1	-5	-8	4	-2	2.2	5	-1	-1
CCOc1ccccc1N1CC(C(=O)N2CCc3ccccc3C2)CC1=O (stereo not drawn)	-0.2	-3	-20	4	1	-0.2	-7	-7	0
C/C=C/Cn1cccc(C(=O)Nc2ccc(OC)cc2)c1=O	0.3	-1	10	8	-2	2.2	-13	-1	2
Cc1ccccc1OCC(=O)N(CC(C)C)c1c(N)n(CC(C)C)c(=O)[nH]c1=O	0.3	3	-19	-6	2	0.9	-6	2	-7
COc1ccccc1N1CCN(C(=O)c2ccc(NC(C)=O)cc2)CC1	-0.3	4	-10	9	3	1.4	-1	-2	0
CS(=O)(=O)N1CCN(c2cccc(Cl)n2)CC1	-0.9	3	-8	7	-2	0.3	-13	2	5
O=C(CN1CCCN(S(=O)(=O)c2ccc(F)cc2)CC1)Nc1ccccc1Br	-0.5	-1	-21	3	0	-0.9	-4	4	-5
Cc1nc(N2CCOCC2)nc2c1CCC2	-0.2	3	-3	6	-4	1.4	-9	0	17
COc1ccc(OCc2nn3c(-c4ccccn4)nnc3s2)cc1	-1.6	-1	-11	4	3	-4.9	-14	-10	3
CCc1ccccc1NC(=S)N1CCN(c2ccccn2)CC1	0.8	3	-10	6	-1	-0.5	1	-9[fluorescence artefact?]	-1
CN1CCCN(C(=O)/C=C/c2ccc(Cl)cc2Cl)CC1	-0.4	-3	-14	2	4	0.2	-4	-3	1

# High-throughput results (PubChem BioAssay)
